TCR-CD3 inh: inhibitors of human TCR-CD3 interaction. TAMRA-labeled TCR probe fluorescence, biochemical. inhibition, % at 9.4 µM. actives 0.37% (n = 360,000). AID 651800; in the data active = inhibition above about 19%;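 also: recombinant mutant TCR 2C K166C tagged with TAMRA read by polarization; 0% = receptor in buffer alone and 100% = receptor with positive control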
PRMT1 inh: PRMT1 (human) inhibition, primary screen; recombinant PRMT1, activity-based probe fluorescence polarization; inhibition, % at 2.79 µM; actives 1.3% (n = 370,000);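 active = inhibition above about 21% made by adding two undisclosed values, limit read from the data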
LEDGF integ inh: blocks HIV-1 LEDGF/p75-dependent DNA integration | actives 0.64% (n = 370,000) | TR-FRET IN-LEDGF/p75 DNA integration, Eu/Cy5 | inhibition, % at 3.7 µM;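 active = inhibition above the screen-wide mean plus 3 SD, cut at about 13% in these data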;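 also: signal is the Cy5 over europium emission ratio at 671 and 618 nm; 0% = plate median of compound wells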
Tn7 DDE FP: DD(E)-Tn7 binding inhibition, primary FP screen; actives 0.13% (n = 370,000); inhibition, % at 8.3 µM; FP displacement of FITC-Tn7 peptide from fibrin DD(E); 0% = median of compound wells per plate; P02675;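 active = inhibition above the mean of compounds falling within the control limits plus 3 SD of them, cut at about 14% in these data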;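 also: 0% = plate median of compound wells and 100% = 10 µM Aha-Tn7 peptide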
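Assay system: Human clot-derived fibrin DD(E) complex | Buffer or medium: Tris/NaCl/CaCl2 buffer, pH 7.8 | Repeats: One replicate per compound | Benchmarks: Aha-Tn7 high control | Measure: % inhibition scaled between sample-field median and high-control FP | Schedule: 10 min plus 3 h, room temperature | Signal: Fluorescence polarization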
SIAE primary: human SIAE inhibition, primary screen; SIAE FP-Rh probe binding, fluorescence polarization; inhibition, % at 9.66 µM; actives 0.69% (n = 370,000);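 active = inhibition above a cutoff: mean of compounds within the control limits plus 3 SD of those, cut at about 17% in these data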;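 also: 0% = plate median of compound wells and 100% = probe without SIAE protein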
TDP2 absorb: blocks human TDP2 phosphodiesterase activity; O95551; recombinant TDP2, T5PNP hydrolysis, p-nitrophenol absorbance 415 nm; inhibition, % at 12.8 µM; actives 0.34% (n = 370,000);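 active = inhibition above the mean of all tested compounds plus 3 SD, set per campaign, cut at about 25% in these data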;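 also: 0% = DMSO with enzyme and 100% = buffer with substrate but no TDP2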
Target sequence (O95551 whole entry, looked up): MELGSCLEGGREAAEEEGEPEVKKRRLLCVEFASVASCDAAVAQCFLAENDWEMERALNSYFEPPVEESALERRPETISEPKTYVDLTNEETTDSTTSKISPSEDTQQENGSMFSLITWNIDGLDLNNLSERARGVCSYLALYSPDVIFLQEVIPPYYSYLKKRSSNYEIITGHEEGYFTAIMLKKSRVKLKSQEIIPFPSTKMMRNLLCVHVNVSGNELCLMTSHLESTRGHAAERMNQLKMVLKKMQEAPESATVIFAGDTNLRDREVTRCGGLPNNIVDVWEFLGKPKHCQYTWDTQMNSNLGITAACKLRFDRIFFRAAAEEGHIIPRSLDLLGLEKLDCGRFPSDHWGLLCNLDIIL
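Test system: human TDP2 enzyme; Input: 120 nM TDP2 per well; Buffer or medium: Mg2+-containing Tris-HCl buffer, pH 7.5; Reagent: 5 mM T5PNP; Dosing: 12.8 µM single point, 1% DMSO; Incubation: reaction 2 h, 37 °C; Detection: p-Nitrophenol epi absorbance; Read-out: % inhibition relative to enzyme-containing and enzyme-free wells; Replicates: single well per compound.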
UHRF1 binding: blocks human UHRF1 binding to methylated DNA; AID 687016; UHRF1 binding to methylated oligo, TR-FRET; actives 0.75% (n = 370,000); inhibition, % at 4.4 µM; Q96T88; in the data active = inhibition above about 21%;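 also: UHRF1 SRA domain binding a hemimethylated CpG hairpin DNA probe; 0% = median of test compound wells and 100% = reference inhibitor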
proKLK7 act: activators of human kallikrein-7 zymogen; purified proKLK7, EDANS-DABCYL substrate fluorescence; 100% is mature enzyme control, 0% vehicle; activation, % at 7 µM; actives 0.9% (n = 370,000);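 active = activation above the mean of all tested compounds plus 3 SD, computed per campaign excluding outliers beyond control limits, cut at about 13% in these data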
Target sequence (P49862 whole entry, looked up): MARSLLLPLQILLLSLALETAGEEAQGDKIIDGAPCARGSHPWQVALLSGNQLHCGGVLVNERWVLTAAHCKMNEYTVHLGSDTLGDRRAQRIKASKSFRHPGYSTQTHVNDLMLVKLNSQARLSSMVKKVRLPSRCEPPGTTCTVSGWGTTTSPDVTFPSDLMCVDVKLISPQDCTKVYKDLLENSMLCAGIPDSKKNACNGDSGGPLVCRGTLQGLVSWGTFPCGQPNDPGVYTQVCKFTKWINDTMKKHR
DDE Tn6 FP inh: disrupts Tn6 cyclic peptide binding to fibrin D-Dimer-E complex | Fibrin DD(E) TRITC-Tn6 fluorescence polarization displacement | P02675 | AID 720509 | actives 0.21% (n = 370,000) | inhibition, % at 8.3 µM;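 active = inhibition above a per-campaign cutoff: mean of compounds within control limits plus 3 SD, cut at about 15% in these data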;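 also: 0% = median of all compound wells on the plate and 100% = blocking peptide control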
MBD2 inh: MBD2-methylated oligo binding inhibition | TR-FRET, MBD2 binding to methylated oligonucleotide | inhibition, % at 4.4 µM | actives 0.31% (n = 370,000); in the data active = inhibition above about 13%
* hit, by the source's call; x = not tested or not shown.

no.	mol	TCR-CD3 inh	PRMT1 inh	LEDGF integ inh	Tn7 DDE FP	SIAE primary	TDP2 absorb	UHRF1 binding	proKLK7 act	DDE Tn6 FP inh	MBD2 inh
1	CCOc1ccccc1NC(=O)c1ccc2c(c1)C(=O)N(CC1CCCO1)C2=O (configuration not stated)	-1	1	0	-1	7	-3	1	-0.6	-8	-4
2	CCc1cccc(NC(=O)C2CCCN(S(=O)(=O)c3cccs3)C2)c1 (configuration not stated)	2	2	-2	-8	-9	-14	-1	-0.3	8	-3
3	COc1ccc(Cl)cc1C(=O)Nc1ccc(CN2CCCCC2)cc1	4	0	-2	4	-2	1	-2	-0.1	0	-7
4	Brc1ccc(-c2nn3c(-c4ccccc4)nnc3s2)cc1	x	0	-1	2	0	-6	-5	0.1	3	-2
5	COc1ccc(NS(=O)(=O)c2cc(NC(=O)c3ccccn3)ccc2OC)cc1Br	-8	9	-7	-2	-32	-26	2	0.8	-8	5
6	CCOC(=O)C1=C(CNCc2ccccc2Cl)NC(=O)NC1c1ccc2c(c1)OCO2 (configuration not stated)	6	-2	0	-2	1	3	2	0.1	3	-3
7	CC1(C)Cc2cccc(OCC(=O)OCC(=O)Nc3cccc(S(N)(=O)=O)c3)c2O1	-7	3	1	1	4	-12	4	-0.3	-1	-2
8	COc1ccc(-c2cccc3c4c([nH]c23)[C@@H]2C[C@H]3[C@@H](C(=O)N2CC4)[C@H](C)ON3C)cc1	-1	-2	0	4	7	0	-3	-0.3	-3	4
9	O=C(CSCc1ccc(Cl)cc1)Nc1ccc(S(=O)(=O)N2CCCCCC2)cc1	2	1	-2	1	-32	5	1	0.0	-11	4
10	O=S(=O)(c1ccccc1)N1CCN(c2nc(-c3cccnc3)nc3ccccc23)CC1	5	-3	4	-4	-12	1	-1	-0.1	-2	-3
11	CCNc1nc(NCC)nc(N(C)n2cnnc2)n1	-5	-1	-1	2	15	1	-1	0.8	-11	2
12	Cc1c(C#N)c(O)n(CCO)c(=O)c1N=Nc1ccc(S(N)(=O)=O)cc1	-2	-2	4	-8	6	-36	-33	2.0	-4	-16
13	Cc1cc(-c2cc(C(=O)NCc3ccccc3)on2)nc(S(C)(=O)=O)n1	6	-1	0	3	6	7	0	8.6	2	3
14	CC(C)(Oc1ccc(Br)cc1Cl)C(=O)Nc1ccon1	-5	-4	0	0	-9	-14	1	0.4	-5	-3
15	COc1ccc(NC(=O)CN(C)CC(=O)NCCc2ccc(F)cc2)cc1	-5	1	-8	-5	7	0	1	-0.3	9	-1
16	N#Cc1ccc(N[C@@H]2CCN3C(=O)c4ccccc4[C@@H]3C[C@H]2O)cc1	-3	-1	1	8	12	7	-3	0.1	-1	-8
17	O=C(c1ccc(NS(=O)(=O)c2ccc(Cl)cc2)cc1)N1CCOCC1	-2	3	-2	-6	6	3	0	-1.0	-1	2
18	Cc1cc(/C=C2\SC(=S)N(C)C2=O)c(C)n1-c1ccc(O)cc1	-4	2	-7	-10	5	-10	5	-0.1	-4	3
19	CC(C)(C)c1ccc(C(=O)NCc2ccccc2)cc1	-10	0	-1	-9	-4	-15	7	0.7	-2	4
20	CC(C)(C#N)Nn1cnnc1	-1	-3	1	-4	-1	8	1	0.7	-7	1
21	CCCCc1nnc(NC(=O)CN2C(=O)NC3(CCCCC3)C2=O)s1	7	3	0	-10	1	-3	6	-0.8	0	4
22	C=CC[C@@H](CC(=O)NCCO)C(=O)N[C@@H](COC(=O)[C@@H](CC=C)CC(=O)OC(C)(C)C)Cc1ccccc1	-2	-4	0	-5	-5	-10	9	0.0	5	3
23	CCOc1ccc(NC(=O)N2CCC(NC(=O)c3ccco3)CC2)cc1	7	-2	1	-1	1	3	0	0.0	3	-3
24	Cc1c(CCC(=O)O)c(=O)oc2c(C)c3occ(-c4ccc(Br)cc4)c3cc12	-2	5	-4	4	-21	-1	1	-8.6	-9	-1
25	CCOC(=O)c1ccc(NC(=S)NCc2cccnc2)cc1	-6	2	-1	7	12	7	1	-0.6	5	6
26	CC1=C(C(=O)N(C)C)CC(CC(=O)NC2CC2)C(=O)N1Cc1ccccc1 (configuration not stated)	3	2	2	1	2	-6	-2	-0.5	5	-1
27	O=C(CN1CCCCCCC1)Nc1ccc(Cl)cc1Cl	-4	6	-9	-2	-7	-21	4	0.1	0	7
28	O=C(COc1ccc(/C=N/NC(=O)c2ccncc2)cc1)Nc1ccccc1	-2	-4	0	-8	0	-2	-2	27*	-1	3
29	O=C(COC(=O)c1cnccn1)Nc1ccccc1-c1ccccc1	5	4	9	9	7	3	0	0.1	10	-5
30	Cc1sc(NC(=O)c2cccnc2)nc1-c1ccccc1	-4	2	-9	3	-1	-9	1	0.9	0	3
31	O=C(Cc1ccccc1)NCC(=O)Nc1ccc(OC(F)(F)F)cc1	-2	3	2	4	-6	-5	-2	-0.3	11	-5
32	O=C(C[n+]1cccc(CNC(=O)c2ccc(OC(F)F)cc2)c1)Nc1ccccc1Cl	-2	-2	2	4	1	-3	2	-0.6	10	4
33	Cc1cccc(N(C)c2cc(C)nc3nc(C)nn23)c1	0	-1	5	-6	-6	-9	0	0.4	5	0
34	CC(C)C[C@@H](CN)NC(=O)c1nc[nH]c1C(=O)N[C@@H](CC(=O)O)C(=O)CNC[C@H](C)NC(=O)c1nc[nH]c1C(=O)N[C@@H](CC(=O)O)C(=O)O	0	1	-3	7	2	8	-1	-0.1	3	0
35	O=C(Nc1ccccc1)Nc1ccc(C(=O)N2CCOCC2)cc1	-6	-1	2	-5	-5	-5	4	-0.4	-3	-4
36	Cc1nc(SCC(=O)NCC2CCCO2)nc(C)c1C (configuration not stated)	2	0	1	-6	-3	-6	18	-0.6	2	-3
37	O=C(NCc1ccccc1)c1cc(-c2cccs2)on1	3	-4	1	-1	4	9	0	-0.1	3	-1
38	O=C(N/N=C/c1cccnc1)C1CCCN(S(=O)(=O)c2ccccc2)C1 (configuration not stated)	3	-5	1	-4	-7	-19	3	0.4	0	-2
39	COc1ccc2cc(CN(CCCN3CCOCC3)Cc3nnnn3C3CCCC3)c(=O)[nH]c2c1	-2	4	1	-3	-3	8	-3	16*	-3	-3
40	CCCCNC(=O)Cn1cnc2c(cnn2-c2ccc(C)c(C)c2)c1=O	3	-1	1	-3	0	7	6	0.1	-6	3
41	CCOC(=O)c1cccc(NC(=O)CCc2nnc3ccc(N4CCOCC4)nn23)c1	1	0	1	5	-1	6	-3	0.0	-5	3
42	O=C(NC(=S)N1CCc2ccccc21)c1ccco1	5	0	-2	-1	5	-18	-3	-0.1	0	1
43	CCNc1ccc(Br)cc(C(=O)/C=C/c2ccccc2Cl)c1=O	0	33*	12	0	22*	8	0	-0.7	-3	-2
44	CCOc1ccc(-c2cc(C(=O)NCc3cc(OC)cc(OC)c3)[nH]n2)c(C)c1	0	-3	1	-4	-8	-2	1	0.0	3	-3
45	NC(=O)c1ccccc1NC(=O)Cc1cccs1	2	0	2	2	5	0	1	0.4	2	2
46	Cc1ccc(-n2[nH]c(C)c(/C=N/Nc3ccc([N+](=O)[O-])cc3[N+](=O)[O-])c2=O)cc1	-1	5	-3	-2	8	-7	-11	0.7	5	0
47	N#C/C(=N/Nc1ccc([N+](=O)[O-])cc1)C(=N)N1CCCCC1	0	0	-4	-3	0	4	-18	0.0	4	-21
48	N/C(=N\OC(=O)COc1cc(Cl)c(Cl)cc1Cl)c1ccncc1	2	3	-5	-1	-3	-6	10	-0.1	-1	-2
49	O=C(C1CC(c2ccc(F)cc2)=NO1)N1CCN(Cc2ccccc2)CC1 (configuration not stated)	4	-4	5	-3	11	-1	-4	0.3	0	-1
50	O=C1CCC(=O)N1c1ccccc1	-6	2	-8	7	4	-4	-2	0.3	-7	-5
51	O=C(CCS(=O)(=O)c1ccc(Cl)cc1)N1CCN(S(=O)(=O)c2cccs2)CC1	-5	1	-1	-9	-8	2	2	0.2	8	5
